Screens: PubChem, Broad Institute
T cruzi intra: intracellular Trypanosoma cruzi inhibition; intracellular Trypanosoma cruzi in host cells, plate reader; activity score (inhibition), % at 5.01 µM; actives 4.9% (n = 22,000); in the data active = activity score above about 55%; inconclusive = no clear call, values can overlap the other calls;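 also: parasites and compound incubated about four days before reading; 0% = median of neutral control wells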
INS-1E rescue: preserves ATP levels in cytokine-treated INS-1E cells; INS-1E cytokine-induced death, ATP luminescence, 48 h; normalised: neutral wells 0, positive control 100; protection from cytokine-induced ATP loss, % at 10 µM; actives 0.1% (n = 20,000); AID 488910;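 active = mean replicate protection from cytokine-induced ATP loss at least 50% and at least 75% of replicates each reaching 50%; inconclusive = meets only one of the two criteria, mean or replicate share; inactive = fails both the mean and replicate share criteria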
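Assay system: INS-1E rat cells / Quantity: 8000 cells per well / Medium: RPMI without phenol red, 5% FBS / Probe or stimulus: three-cytokine cocktail (IFN-γ, TNF-α, IL-1β) / Dosing: one compound concentration, pin transfer / Timing: 48 h co-treatment, 10 min post-lysis read / Technique: CellTiter-Glo luminescence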
* marks the source's active call; other numbers are inactive results; ? = inconclusive; · = no result given. Compounds were not picked by outcome; about 5.3% have a hit in one of these screens.

SMILES	T cruzi intra	INS-1E rescue
C[C@@H]1CCCCO[C@@H](CN(C)Cc2ccc(C(=O)O)cc2)[C@@H](C)CN([C@H](C)CO)C(=O)c2cc(NC(=O)Nc3ccc(F)cc3)ccc2O1	-5.5	0.7
O=C(NO)c1cccc(C(=O)N/N=C/c2ccc(O)cc2Br)c1	-2.1	-6.1
Cc1cc(C(=O)Nc2cccc3c2O[C@H](CN(C)C(=O)NC(C)C)[C@H](C)CN([C@@H](C)CO)C3=O)n(C)n1	7.1	12.6
C[C@@H]1CN([C@H](C)CO)C(=O)c2cc(NC(=O)Nc3ccc(C(F)(F)F)cc3)ccc2O[C@H]1CN(C)S(=O)(=O)c1cccs1	9.9	·
C[C@@H]1CN([C@@H](C)CO)C(=O)Cc2cc(NC(=O)Nc3ccc(F)cc3)ccc2O[C@@H]1CN(C)Cc1ccc(C(=O)O)cc1	-31.2	12.7
C[C@@H]1CCCCO[C@@H](CN(C)C)[C@@H](C)CN([C@H](C)CO)C(=O)c2cc(NC(=O)Cc3ccccc3)ccc2O1	-23.3	3.9
Cc1noc(C)c1S(=O)(=O)Nc1ccc2c(c1)C(=O)N([C@H](C)CO)C[C@H](C)[C@H](CN(C)S(=O)(=O)c1cccs1)O2	10.2	-11.7
C[C@H]1CN([C@@H](C)CO)C(=O)c2cc(NC(=O)Nc3ccc4c(c3)OCO4)ccc2O[C@H]1CN(C)Cc1ccc(Cl)c(Cl)c1	-7.1	-6.0
C[C@@H]1CN([C@@H](C)CO)C(=O)c2cccc(NC(=O)c3nc4ccccc4s3)c2O[C@H]1CN(C)S(=O)(=O)c1cccs1	28.4	-6.8
COc1ccc(S(=O)(=O)Nc2cccc3c2O[C@H](CN(C)C(=O)Nc2cccc4ccccc24)[C@H](C)CN([C@@H](C)CO)C3=O)cc1	-1.4	5.5
C[C@@H]1CN([C@H](C)CO)C(=O)c2cccc(NS(=O)(=O)c3ccc(F)cc3)c2O[C@H]1CN(C)S(=O)(=O)c1cccs1	3.3	9.0
C[C@@H]1CN([C@@H](C)CO)C(=O)CCCn2nncc2CO[C@@H]1CN(C)C(=O)Nc1ccc(C(F)(F)F)cc1	-2.9	2.4
COc1ccc(S(=O)(=O)N(C)C[C@@H]2Oc3ccc(NC(=O)Nc4ccc(C(F)(F)F)cc4)cc3C(=O)N([C@@H](C)CO)C[C@H]2C)cc1	18.5	-19.6
C[C@H]1CN([C@@H](C)CO)C(=O)c2cc(NC(=O)C3CC3)ccc2O[C@H]1CN(C)S(C)(=O)=O	-13.4	7.3
Cc1noc(C)c1S(=O)(=O)N(C)C[C@H]1Oc2ccc(NS(=O)(=O)c3ccc(F)cc3)cc2CC(=O)N([C@H](C)CO)C[C@H]1C	-6.6	-0.3
CC(C)NC(=O)N(C)C[C@@H]1Oc2c(NS(=O)(=O)c3cn(C)cn3)cccc2C(=O)N([C@H](C)CO)C[C@@H]1C	-22.2	14.0
C[C@@H]1CN([C@H](C)CO)C(=O)c2cccc(NC(=O)C3CCCCC3)c2O[C@@H]1CN(C)Cc1ccc(Oc2ccccc2)cc1	26.9	-33.6
C[C@@H]1CCCCO[C@@H](CN(C)S(=O)(=O)c2cn(C)cn2)[C@@H](C)CN([C@H](C)CO)C(=O)c2cc(NC(=O)Nc3ccc4c(c3)OCO4)ccc2O1	-36.3	0.7
Cc1noc(C)c1NC(=O)Nc1ccc2c(c1)CC(=O)N([C@H](C)CO)C[C@H](C)[C@H](CN(C)Cc1ccc(Oc3ccccc3)cc1)O2	-14.4	-25.6
COc1ccc(NC(=O)Nc2ccc3c(c2)C(=O)N([C@H](C)CO)C[C@@H](C)[C@@H](CN(C)C(=O)Nc2ccc4c(c2)OCO4)O3)cc1	2.6	3.8
Cc1noc(C)c1NC(=O)Nc1ccc2c(c1)C(=O)N([C@H](C)CO)C[C@H](C)[C@@H](CN(C)Cc1ccc3c(c1)OCO3)OCCCC[C@@H](C)O2	-14.3	8.9
C[C@@H]1CN([C@@H](C)CO)C(=O)Cc2cc(NC(=O)C3CCCCC3)ccc2O[C@@H]1CN(C)S(=O)(=O)c1cccs1	-22.8	10.8
C[C@H]1CN([C@@H](C)CO)C(=O)Cc2cc(NC(=O)C3CC3)ccc2O[C@H]1CN(C)Cc1ccccc1	-20.7	-7.2
COc1ccc(S(=O)(=O)N(C)C[C@@H]2Oc3ccc(NC(=O)C4CCCCC4)cc3CC(=O)N([C@@H](C)CO)C[C@@H]2C)cc1	10.4	-0.8
COc1ccc(NC(=O)N(C)C[C@H]2Oc3ccc(NC(=O)CCCCCC(=O)Nc4ccccc4N)cc3C(=O)N([C@H](C)CO)C[C@H]2C)cc1	-18.2	-2.5
Going on with the list:
SMILES	T cruzi intra	INS-1E rescue
C[C@@H]1CN([C@H](C)CO)C(=O)CCCn2cc(nn2)CO[C@@H]1CN(C)Cc1ccc2c(c1)OCCO2	-4.9	·
COc1ccc(S(=O)(=O)N(C)C[C@@H]2OCCCC[C@@H](C)Oc3ccc(NS(C)(=O)=O)cc3C(=O)N([C@H](C)CO)C[C@@H]2C)cc1	-2.2	5.4
C[C@@H]1CN([C@H](C)CO)C(=O)Cc2cc(NC(=O)CCN3CCOCC3)ccc2O[C@H]1CN(C)C(=O)Nc1ccc(C(F)(F)F)cc1	-13.9	0.7
C[C@@H]1CCCCO[C@@H](CN(C)S(=O)(=O)c2ccccc2)[C@@H](C)CN([C@H](C)CO)C(=O)c2cc(NC(=O)Nc3ccccc3)ccc2O1	1.2	-3.6
Cc1noc(C)c1NC(=O)Nc1ccc2c(c1)C(=O)N([C@@H](C)CO)C[C@H](C)[C@@H](CN(C)Cc1ccc(-c3ccccc3)cc1)O2	-2.4	-15.2
C[C@@H]1CN([C@@H](C)CO)C(=O)Cc2cc(NC(=O)Nc3ccc4c(c3)OCO4)ccc2O[C@@H]1CN(C)S(=O)(=O)c1cn(C)cn1	-14.0	-7.9
Cc1noc(C)c1S(=O)(=O)Nc1cccc2c1O[C@@H](CN(C)S(=O)(=O)c1cn(C)cn1)[C@@H](C)CN([C@H](C)CO)C2=O	-29.3	19.4
CC(C)NC(=O)Nc1ccc2c(c1)C(=O)N([C@H](C)CO)C[C@H](C)[C@@H](CN(C)S(=O)(=O)c1ccc(Cl)cc1)OCCCC[C@@H](C)O2	-12.9	-1.7
C[C@@H]1CCCCO[C@@H](CN(C)C(=O)CCC(F)(F)F)[C@@H](C)CN([C@H](C)CO)C(=O)c2cc(NS(C)(=O)=O)ccc2O1	-1.2	4.0
COc1ccc(S(=O)(=O)N(C)C[C@H]2Oc3c(NC(=O)C4CCCCC4)cccc3C(=O)N([C@H](C)CO)C[C@H]2C)cc1	-8.9	5.9
CC(C)NC(=O)N(C)C[C@H]1Oc2ccc(NS(C)(=O)=O)cc2CC(=O)N([C@@H](C)CO)C[C@@H]1C	-15.3	2.5
COc1ccc(NC(=O)N(C)C[C@H]2Oc3ccc(NC(=O)CCN4CCOCC4)cc3CC(=O)N([C@@H](C)CO)C[C@H]2C)cc1	-21.6	-1.8
C[C@H]1CN([C@@H](C)CO)C(=O)c2cccc(NC(=O)c3ccc(-c4nccs4)cc3)c2O[C@H]1CN(C)C	-4.8	-9.6
C[C@@H]1CN([C@H](C)CO)C(=O)c2cccc(NC(=O)Nc3ccc(C(F)(F)F)cc3)c2O[C@H]1CN(C)Cc1ccc2c(c1)OCO2	80.0*	-57.7
C[C@@H]1CN([C@@H](C)CO)C(=O)c2cc(NS(=O)(=O)c3cccs3)ccc2O[C@H]1CN(C)S(C)(=O)=O	-14.3	9.9
C[C@H](CO)N1C[C@H](C)[C@H](CN(C)C(=O)NC2CCCCC2)Oc2ncc(-c3cc4ccccc4o3)cc2C1=O	?	·
Cc1ccc(S(=O)(=O)Nc2ccc3c(c2)C(=O)N([C@H](C)CO)C[C@H](C)[C@H](CN(C)CC2CC2)O3)cc1	-26.7	4.0
CC(C)NC(=O)N(C)C[C@H]1Oc2ccc(NS(=O)(=O)c3cccs3)cc2C(=O)N([C@H](C)CO)C[C@H]1C	-4.5	11.0
C[C@@H]1CN([C@@H](C)CO)C(=O)c2cccc(N(C)C)c2O[C@@H]1CN(C)C(=O)Nc1ccc(F)cc1	-6.1	16.3
Cc1cccc(CN(C)C[C@@H]2Oc3ncc(C#Cc4ccccc4)cc3C(=O)N([C@H](C)CO)C[C@@H]2C)c1	73.6*	·
Cc1ccc(S(=O)(=O)N(C)C[C@@H]2Oc3ccc(NC(=O)Nc4ccc(C(F)(F)F)cc4)cc3C(=O)N([C@H](C)CO)C[C@H]2C)cc1	24.0	-15.5
CC(C)NC(=O)N(C)C[C@@H]1OCCCC[C@@H](C)Oc2ccc(N(C)C)cc2C(=O)N([C@H](C)CO)C[C@@H]1C	-16.6	0.3
COc1ccc(NC(=O)N(C)C[C@H]2Oc3c(NC(=O)c4ccc(-c5nccs5)cc4)cccc3C(=O)N([C@H](C)CO)C[C@@H]2C)cc1	-45.7	2.7
C[C@H]1CN([C@@H](C)CO)C(=O)c2cc(NC(=O)Nc3ccc(F)cc3)ccc2O[C@H]1CN(C)Cc1ccc(-c2ccccc2)cc1	64.9*	-40.9
Cc1noc(C)c1NC(=O)N(C)C[C@@H]1Oc2c(NS(=O)(=O)c3ccccc3)cccc2C(=O)N([C@@H](C)CO)C[C@H]1C	-15.1	14.0

Rewritten as labelled records: entries from further up.
> CC(C)NC(=O)N(C)C[C@@H]1OCCCC[C@@H](C)Oc2ccc(N(C)C)cc2C(=O)N([C@H](C)CO)C[C@@H]1C
  T cruzi intra: -16.6; INS-1E rescue: 0.3

> COc1ccc(NC(=O)N(C)C[C@H]2Oc3c(NC(=O)c4ccc(-c5nccs5)cc4)cccc3C(=O)N([C@H](C)CO)C[C@@H]2C)cc1
  T cruzi intra: -45.7; INS-1E rescue: 2.7

> C[C@H]1CN([C@@H](C)CO)C(=O)c2cc(NC(=O)Nc3ccc(F)cc3)ccc2O[C@H]1CN(C)Cc1ccc(-c2ccccc2)cc1
  T cruzi intra: 64.9*; INS-1E rescue: -40.9

> Cc1noc(C)c1NC(=O)N(C)C[C@@H]1Oc2c(NS(=O)(=O)c3ccccc3)cccc2C(=O)N([C@@H](C)CO)C[C@H]1C
  T cruzi intra: -15.1; INS-1E rescue: 14.0

The list continues:
SMILES	T cruzi intra	INS-1E rescue
CNC[C@H]1OCCCC[C@@H](C)Oc2ccc(NC(=O)Cc3ccccc3)cc2C(=O)N([C@H](C)CO)C[C@@H]1C	-1.0	-7.6
N#Cc1ccc(/C=N/NC(=O)c2ccccc2O)cc1	-6.0	-22.3
C[C@@H]1CN([C@@H](C)CO)C(=O)c2cccc(NC(=O)C3CC3)c2O[C@H]1CN(C)C(=O)Nc1ccccc1	-8.3	7.3
C[C@H]1CN([C@@H](C)CO)C(=O)Cc2cc(NC(=O)Nc3cccc4ccccc34)ccc2O[C@H]1CN(C)Cc1ccc(C(=O)O)cc1	-2.0	5.0
C[C@@H]1CN([C@H](C)CO)C(=O)Cc2cc(NC(=O)Nc3ccc4c(c3)OCO4)ccc2O[C@@H]1CN(C)S(=O)(=O)c1ccc(Cl)cc1	4.9	1.5
Cc1noc(C)c1NC(=O)Nc1ccc2c(c1)C(=O)N([C@@H](C)CO)C[C@H](C)[C@@H](CN(C)Cc1ccccc1)O2	3.2	·
CCOC(=O)N(C)C[C@@H]1OCc2cn(nn2)CCCC(=O)N([C@H](C)CO)C[C@H]1C	-6.9	·
C[C@H]1CN([C@@H](C)CO)C(=O)c2cc(NC(=O)c3ccncc3)ccc2O[C@H]1CN(C)Cc1ccc(C(F)(F)F)cc1	-14.7	7.4
Cc1ccc(S(=O)(=O)Nc2ccc3c(c2)C(=O)N([C@@H](C)CO)C[C@H](C)[C@H](CN(C)C(=O)Nc2ccccc2)O3)cc1	13.8	·
C[C@H](CO)N1C[C@H](C)[C@H](CN(C)S(=O)(=O)c2ccccc2)Oc2ncc(-c3ccccc3)cc2C1=O	16.0	·
C[C@H](CO)N1C[C@H](C)[C@@H](CN(C)Cc2ccccc2)Oc2ccc(NC(=O)c3ccncc3)cc2C1=O	5.1	3.6
C[C@@H]1CN([C@@H](C)CO)C(=O)c2cc(NS(=O)(=O)c3ccc(F)cc3)ccc2O[C@@H]1CN(C)S(=O)(=O)c1ccc(F)cc1	21.4	-4.5
COc1ccc(S(=O)(=O)N(C)C[C@@H]2OCCCC[C@@H](C)Oc3ccc(NS(=O)(=O)c4c(C)noc4C)cc3C(=O)N([C@H](C)CO)C[C@@H]2C)cc1	20.9	6.3
COc1ccc(NC(=O)N(C)C[C@@H]2Oc3ncc(C#Cc4cccc(F)c4)cc3C(=O)N([C@H](C)CO)C[C@@H]2C)cc1	21.5	·
C[C@H](CO)N1C[C@H](C)[C@H](CN(C)Cc2ccc(Cl)c(Cl)c2)Oc2ccc(NS(=O)(=O)c3cn(C)cn3)cc2C1=O	51.3	·
CC1(C)COC(CCC/C=N/NC(=O)c2ccc(C(=O)NO)cc2)OC1	3.7	33.1
Cc1noc(C)c1NC(=O)N(C)C[C@@H]1Oc2ccc(NC(=O)CCCN(C)C)cc2C(=O)N([C@@H](C)CO)C[C@H]1C	-2.2	3.1
Cc1noc(C)c1NC(=O)N(C)C[C@@H]1Oc2ccc(NC(=O)NC(C)C)cc2CC(=O)N([C@H](C)CO)C[C@@H]1C	-20.8	-2.1
C[C@@H]1CN([C@@H](C)CO)C(=O)c2cc(N(C)C)ccc2O[C@H]1CN(C)C(=O)Nc1cccc2ccccc12	15.6	1.3
C[C@H]1CN([C@@H](C)CO)C(=O)c2cccc(NS(=O)(=O)c3cn(C)cn3)c2O[C@@H]1CN(C)C(=O)Nc1ccc(F)cc1	-54.8	11.3
